# SNCA viab count – GF-AFC viability counterscreen for inhibitors of alpha-synuclein gene (SNCA) expression | HEK-293-SNCA-luc viability, GF-AFC fluorescence, 24 h | Potency, µM (doses to about 57.1 µM), for the others: at the top dose activity change, negative = cytotoxicity, most hits filed as cytotoxic | 150,000 compounds, 0.12% hits | AID 1671193, 2021;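 also: potency is read from the fitted curve at half-maximal effect; 0% = DMSO-treated cells and -100% = medium-only wells without cells; nearly all actives have a fitted effect of over 30% in size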
#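 Cytotoxicity counterscreen: after 24 h compound treatment of genome-edited SNCA-luciferase HEK-293 cells, live-cell protease substrate GF-AFC read by fluorescence after 30 min; activity scaled between DMSO (0%) and medium-only (-100%), curves Hill-fitted.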
# NIH3T3 tox – Cytotoxic Profiling in NIH 3T3 Cell Line of Diverse Libraries Using Quantitative High-Throughput Screening; 94,000 compounds, 4.3% hits; NIH 3T3 viability, CellTiter-Glo ATP luminescence, 48-72 h; Potency, µM (series often up to 96.7 µM), inactives show at the highest dose activity change, negative = cytotoxicity, actives largely listed as inhibitors; also: potency is read from the fitted curve at half-maximal effect; nearly all actives have a fitted effect of over 55% in size
#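 NIH 3T3 cells at 400 cells/well received 23 nL of compound by pintool and were incubated 48 or 72 h at 37 °C. Viability was read as ATP-coupled CellTiter-Glo luminescence.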
# IP6K1 inhibitor – Primary qHTS assay for small molecule inhibitors of Inositol hexaphosphate kinase 1 (IP6K1). Inositol hexakisphosphate kinase 1 (Homo sapiens), Q92551. activity change, % (series mostly up to about 58 µM). AID 1645851, 2021. 140,000 compounds, 0.81% hits. IP6K1 kinase, ADP-Glo luminescence, 2 h; active compounds read low; in the data active = activity change below about -25%
# Target sequence (Q92551 whole entry, looked up): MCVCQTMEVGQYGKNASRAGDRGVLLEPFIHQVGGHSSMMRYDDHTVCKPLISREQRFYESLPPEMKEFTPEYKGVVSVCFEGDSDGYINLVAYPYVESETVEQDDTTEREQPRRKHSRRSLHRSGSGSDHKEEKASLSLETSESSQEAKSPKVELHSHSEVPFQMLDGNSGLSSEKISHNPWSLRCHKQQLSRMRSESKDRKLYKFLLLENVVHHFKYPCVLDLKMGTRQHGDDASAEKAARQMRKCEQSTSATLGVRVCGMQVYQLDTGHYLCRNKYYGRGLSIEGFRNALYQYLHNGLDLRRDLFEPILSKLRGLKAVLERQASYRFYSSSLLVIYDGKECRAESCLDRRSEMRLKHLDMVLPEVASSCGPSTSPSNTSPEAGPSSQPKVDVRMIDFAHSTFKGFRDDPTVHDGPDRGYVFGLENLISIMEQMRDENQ
#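 ADP-Glo luminescence measures ADP made by human IP6K1 during a 2 h RT reaction with ATP/IP6 (mix at 1.3 mM/130 uM); top library doses 57.5 and 19.1 uM final.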
# GPT2 inhibitor – Primary qHTS assay for inhibitors of Glutamate pyruvate transaminase 2 (GPT2); Alanine aminotransferase 2 (Homo sapiens), Q8TD30; Recombinant GPT2, coupled pyruvate oxidase/HRP Amplex Red fluorescence; Potency, µM (top dose mostly 57.7 µM), for the others: at the top dose activity change, negative = inhibition, usual class: inhibitors; 100,000 compounds, 0.25% hits; also: potency is read from the fitted curve at half-maximal effect; nearly all actives have a fitted effect of over 60% in size; many of its hits are not listed in these tables
#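 Inhibition is scored from Amplex Red fluorescence generated when pyruvate oxidase and HRP act on pyruvate released by GPT2. Reactions contain 10ng/uL enzyme, 250uM a-KG and 2mM L-alanine and run 30 min at room temperature.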
# FLuc inh – Firefly luciferase inhibition profiling of diverse chemical library using quantitative high-throughput screening | purified P. pyralis luciferase, luminescence, biochemical | Potency, µM (series often up to 115 µM), inactives show at the top dose activity change, negative = inhibition, usual class: inhibitors | 76,000 compounds, 2.5% hits | AID 1347043, 2019; also: potency is read from the fitted curve at half-maximal effect; nearly all actives have a fitted effect of over 65% in size
# Target sequence (P08659 whole entry, looked up): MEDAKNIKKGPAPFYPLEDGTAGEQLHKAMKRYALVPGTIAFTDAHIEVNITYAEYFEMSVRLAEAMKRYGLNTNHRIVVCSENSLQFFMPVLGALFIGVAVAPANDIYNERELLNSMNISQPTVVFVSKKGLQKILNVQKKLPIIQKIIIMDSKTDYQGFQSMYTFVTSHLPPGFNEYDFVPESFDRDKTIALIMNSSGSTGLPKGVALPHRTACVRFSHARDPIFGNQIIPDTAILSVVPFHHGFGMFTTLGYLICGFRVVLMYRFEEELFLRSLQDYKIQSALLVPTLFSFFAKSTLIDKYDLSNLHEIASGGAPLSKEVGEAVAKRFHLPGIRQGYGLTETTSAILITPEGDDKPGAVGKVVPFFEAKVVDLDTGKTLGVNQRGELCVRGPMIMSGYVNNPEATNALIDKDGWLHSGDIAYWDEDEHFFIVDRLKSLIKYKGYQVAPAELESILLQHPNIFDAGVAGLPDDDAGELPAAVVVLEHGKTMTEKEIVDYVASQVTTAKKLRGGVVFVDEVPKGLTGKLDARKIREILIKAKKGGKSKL
#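 Luminescence read by CCD imager after adding enzyme (10nM final) to wells holding compound, titrated in qHTS. Substrates 10uM each D-luciferin and ATP; buffer 50mM Tris acetate pH 7.5, 10mM Mg acetate, Tween-20, BSA.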
# SNCA expr inhib – Primary qHTS assay for inhibitors of alpha-synuclein gene (SNCA) expression; HEK-293 SNCA-luciferase knock-in, luminescence, 24 h; Potency, µM (doses to about 57.2 µM), inactives show at the top dose activity change, negative = inhibition, hits mostly inhibitors; 140,000 compounds, 0.17% hits;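 also: potency is read from the fitted curve at half-maximal effect; plate controls were DMSO cells for no effect and cell-free wells for full effect; nearly all actives have a fitted effect of over 45% in size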
# HEK293 tox – Cytotoxic Profiling in HEK 293 Cell Line of Diverse Libraries Using Quantitative High-Throughput Screening; HEK 293 viability, ATP luminescence (CellTiter-Glo), 48-72 h; Potency, µM (series often up to 115 µM), for the others: top-dose activity change, negative = cytotoxicity, actives largely listed as inhibitors; 94,000 compounds, 6.6% hits; also: potency is read from the fitted curve at half-maximal effect; nearly all actives have a fitted effect of over 60% in size
#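 Cells seeded first (HEK 293, 250 cells/well), then compound added by pintool. Incubation ran 48 or 72 hr at 37 degree Celsius. CellTiter-Glo was added and luminescence imaged after 10 min at room temperature.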
# * = called active by the depositor; i = inactive; u = inconclusive; x = not tested or not shown; [ ] = another dose, or the depositor's remark. Unless noted, calls follow the shape of the dose curve; as a rule, active = well fitted curve in the direction sought with a large enough effect; inconclusive = small, poorly fitted or top-dose-only effect, or another doubt; inactive = no such curve, though single readings can be large; an effect the other way counts as inactive or inconclusive. Unless noted, % is scaled to controls: 0 for no effect and ±100 for the full control effect. Some of the compounds tested. The share of hits here may be higher or lower than overall.
SMILES,SNCA viab count,NIH3T3 tox,IP6K1 inhibitor,GPT2 inhibitor,FLuc inh,SNCA expr inhib,HEK293 tox
COc1ccc(-c2cc(N3CCCN(C(=O)Cc4ccc(C)cc4)CC3)n[nH]2)cc1,-24%,u,-10,u,-12%,-30%,u
CS(=O)(=O)c1ncc(N(Cc2ccco2)Cc2cccs2)c(C(=O)Nc2ccccc2F)n1,22%,x,20,x,x,19%,x
COc1cccc(C2CCN(Cc3cn(-c4ccccc4)nn3)C2)c1OC (centres undefined),-10%,u,13,-23%,0%,-22%,79µM*
CN(C)CCNC(=O)c1ccc(-c2ccc(N3CCCCCC3)nc2)cc1,-10%,18µM*,-6,i,u,130%[activator],32µM*
COC(=O)C1=C(C)NC(C)=C(C(=O)OCCCN2CCC(c3ccccc3)(c3ccccc3)CC2)C1c1cccc([N+](=O)[O-])c1 (centres undefined),-1%[23.9 µM],x,5,-3%,x,-55%[25.6 µM],x
N=C(N)SCCc1ccc(CCSC(=N)N)cc1,-3%,x,x,i,x,28%,x
CCOCCOC1CCN(C(=O)c2ccc(OC)nc2)CC1,4%[12.5 µM],i,17,i,-10%,-21%,-4%
COCc1noc([C@@H]2CN(S(=O)(=O)c3c(C)noc3C)C[C@H]2C(N)=O)n1,3%,4%,12,3%,-1%,12%,-8%
O=C(CN1C(=O)c2cccnc2Oc2ccc(Cl)cc21)NCCc1ccccc1,-13%,x,-3,x,x,25%,x
COc1ccc(-c2nnn3c2nc(NCc2ccccc2)c2ccccc23)cc1,u,x,-23,x,x,36%[activator],x
CN(Cc1ncc[nH]1)C(=O)C1CCC(=O)N(CCc2ccccn2)C1 (centres undefined),-1%,i,3,-25%,-6%,-16%,7%
CCOC(=O)c1cc2c(=O)n3ccccc3nc2n(CC2CCCO2)c1=NC(=O)c1ccc(OC)cc1OC (centres undefined),u,x,-10,x,x,13%,x
O=C(Cn1nc2n(c1=O)CCCC2)Nc1ccc2c(c1)OCO2,-4%,i,2,i,u,80%[activator],-7%
Cc1nc(-c2cn(C3CCCN(C(=O)c4cccc(N(C)C)c4)C3)nn2)no1 (centres undefined),12%,-13%,15,i,-11%,7%,0%
COc1cccc(-c2cn3cc(C(=O)NCc4cccs4)nc3s2)c1,-16%,-3%,0,u,x,-13%,-1%
CN1C[C@@H](NC(=O)COc2ccccc2)C[C@H]1c1nc(-c2ccc(Cl)cc2)no1,-11%[87.6 µM],u,5,-7%[88.5 µM],u,8%[87.6 µM],u
O=C(NC1CC1)c1ccc2oc(-c3ccnc(Cl)c3)nc2c1,2%[12.5 µM],u,10,i,x,68%[activator][87.6 µM],u
Cc1cccc(NC(=O)C2CCC(CNS(=O)(=O)c3ccc(Br)s3)CC2)c1 (centres undefined),-3%,x,8,x,x,2%,x
COCC1CN(C2CCC2)CC12CCN(C(=O)c1ccc(F)cc1F)CC2 (centres undefined),2%,-5%,2,u,0%,-19%,u
CC1CN(C(=O)CCC(=O)NCc2cccs2)c2cc(Cl)ccc2O1 (centres undefined),7%,x,-9,x,x,0%,x
COCCCNC(=O)CCC(=O)NNc1nc2ccccc2c2nc(-c3ccccc3)nn12,u,x,2,x,x,5%,x
Cc1ccc(Cc2c(C)nc3nc(SCC(=O)NCCC(C)C)nn3c2C)cc1,0%,x,13,x,x,4%,x
COc1cccc(S(=O)(=O)N2CCCCCCNC(=O)[C@@H]3CCCC[C@@H]32)c1,u,u,1,i,-8%,-26%,u
Cc1nnc([C@@H]2CC(F)(F)CN2)o1,5%,-7%,23,i,0%,-6%,-15%
Cc1ccc(S(=O)(=O)c2nc(-c3ccc(Cl)cc3)oc2N2CCCCCC2)cc1,-4%,x,-2,x,x,-5%,x
N[C@H](CO)C(=O)O,1%,x,x,-7%,x,10%,x
CCc1nn(CC(=O)NCc2ccc(OC)c(OC)c2)c(=O)c2cc3sc(C)cc3n12,4%,x,-11,x,x,-2%,x
CC(CO[C@@H]1O[C@H](COC(=O)/C=C/c2ccc(O)c(O)c2)[C@@H](O)[C@H](O)[C@H]1O)C1(O)COC(=O)C1 (some centres undefined),u,x,13,u,x,x,x
O=C(NC[C@H]1Cn2cc(-c3ccccc3)nc2CO1)c1ccc2c(c1)OCO2,-2%[87.6 µM],u,3,u,u,-27%[87.6 µM],u
CNC(=O)[C@@H]1CN(C(=O)CCc2c[nH]c3ccccc23)C[C@H]1CO,-3%,-9%,-8,i,-13%,1%,-7%
O=C1COCCN1c1cc(-c2ccccc2Oc2ccccc2)cn2cncc12,-9%[87.6 µM],u,-16,u,4%[172 µM],-13%[87.6 µM],u
COC(=O)[C@@H]1Cc2ncn(C(C)C)c2CN1C(=O)c1ccccc1,1%[87.6 µM],-9%[174 µM],-1,2%[88.5 µM],0%[172 µM],9%[87.6 µM],2%[172 µM]
O=S(=O)(c1ccc(F)cc1)N1CCCC(c2nn[nH]n2)C1 (centres undefined),-6%,-3%,-13,-6%,8%,-6%,-26%
Cc1cccc(O[C@H]2COCCN(Cc3cnn(C)c3)C2)n1,4%[87.6 µM],1%[138 µM],4,-1%[88.5 µM],-6%[172 µM],9%[87.6 µM],i
COC(=O)[C@H](NC(=O)[C@@H]1C[C@H](NC(=O)Nc2cccc(SC)c2)CN1C(=O)C=C(C)C)C(C)C,-19%,4%,-1,-7%,-11%,18%,-7%
CN1CCN(c2nc3c(S(=O)(=O)c4ccccc4)nnn3c3ccsc23)CC1,-15%,x,7,x,x,-2%,x
COc1ccc(-c2nc3n(n2)C(c2ccccc2OC)C(C(=O)Nc2cccnc2)=C(C)N3)cc1 (centres undefined),-22%,x,-1,x,x,-7%,x
O=C(Nc1cc(C2CC2)nn1-c1ccccc1)c1ccc(C(F)(F)F)cc1,7%,-17%,-12,i,x,5%,-16%
CC1(C(=O)Nc2ncc(Cc3ccc(Br)cc3)s2)Cc2ccccc2C(=O)O1 (centres undefined),-11%,x,0,x,x,1%,x
COCCNC(=O)c1ccc(Cn2c(SCC(N)=O)nc3ccccc3c2=O)cc1,-4%,x,-10,x,x,1%,x
Cc1nn(-c2ccccc2)c2c1C(C(C)C)N(C1CN(C(=O)NC(C)C)C1)C2=O (centres undefined),x,-25%,12,x,x,x,u
CS(=O)(=O)N1CCC(OC2CCN(C(=O)Nc3cc(F)ccc3F)CC2)CC1,11%,-24%,0,i,1%,-2%,u
O=C(O)c1cccc(C(=O)N2C[C@@H](C(=O)O)[C@H](c3ccc4c(c3)OCO4)C2)c1,2%,-6%,14,-5%,-3%,-32%,-17%
Cc1ccc(OCc2nc(C3CCCN3C(=O)Nc3ccccc3)no2)cc1 (centres undefined),-2%,u,-6,-7%,x,24%,89µM*
CCc1nnc(SCC(=O)Nc2ccccc2Cl)nc1CC,8%,x,-12,x,x,u,x
C[S+](=O)([O-])N1CCc2nc(-c3ccccc3)nc(-c3ccc(Cl)cc3)c2C1,7%,-16%,-3,i,-5%,3%,-16%
O=C(Nc1ccc2c(c1)OCCO2)N1CC(c2nc(CCOCC3CC3)no2)C1,-16%,-26%,25,3%,11µM*,105%[activator],u
COCC(=O)N[C@H]1CO[C@H]2[C@@H]1OC[C@@H]2Nc1nccc(-c2cccc(F)c2)n1,-4%[87.6 µM],u,-5,0%[88.5 µM],7%[172 µM],22%[87.6 µM],100µM*

# Structures from the list above with bromine:
SMILES,SNCA viab count,NIH3T3 tox,IP6K1 inhibitor,GPT2 inhibitor,FLuc inh,SNCA expr inhib,HEK293 tox
Cc1cccc(NC(=O)C2CCC(CNS(=O)(=O)c3ccc(Br)s3)CC2)c1 (centres undefined),-3%,x,8,x,x,2%,x
CC1(C(=O)Nc2ncc(Cc3ccc(Br)cc3)s2)Cc2ccccc2C(=O)O1 (centres undefined),-11%,x,0,x,x,1%,x

# Later entries:
SMILES,SNCA viab count,NIH3T3 tox,IP6K1 inhibitor,GPT2 inhibitor,FLuc inh,SNCA expr inhib,HEK293 tox
CCOC(=O)c1cc(S(=O)(=O)Nc2ccc(OC(F)(F)F)cc2)[nH]n1,13%,x,14,x,x,19%,x
CCN(CC)c1ccc(NC(=O)CCS(=O)(=O)c2cccc3nsnc23)c(C)c1,8%,x,2,x,x,25%,x
Oc1ccc(Cl)cc1C1=Nc2ccccc2N=C(c2cccc(Br)c2)C1,7%,x,13,x,x,35%[activator],x
CN(C)c1nc2c(c(=O)[nH]1)CCN(Cc1ccncc1)CC2,-1%,4%,10,2%,6%,-6%,u
COc1cccc(-c2ccc(C(=O)N3CCC(N[S+](=O)([O-])c4cccc(C(F)(F)F)c4)CC3)cc2)c1,3%[12.5 µM],u,-6,-4%,x,4%,11µM*
O=C(C1CCN(Cc2ccccc2-c2cccnc2)CC1)N1CCN(Cc2ccccc2)CC1,1%,-38%,5,u,x,-19%,u
CC(=O)Nc1cccc(-c2ccc3c(n2)CN(Cc2nc4ccccc4s2)C(=O)CO3)c1,-9%,u,1,-10%,u,16%,u
Cc1ccc(C(=O)N2CCC(F)(C(=O)N3CCOCC3)CC2)s1,-4%,2%,10,4%,x,33%[activator],-1%
C[C@]1(CO)CN(c2cc(C(=O)Nc3ccc4c(c3)-c3c(c(C(N)=O)nn3-c3ccc(F)cc3)CC4)c(Cl)cn2)C[C@@]1(C)CO,u,x,-4,-6%,x,u,x
C[S+](=O)([O-])N1Cc2ccccc2CC2(CCN(CC3CCOCC3)C2)C1 (centres undefined),-6%,-2%,-6,i,x,8%,i
COc1ccc(CNc2oc(/C=C/c3cccc(OC)c3)nc2C#N)cc1,u,x,17,x,x,69%[activator],x
Cc1cccc(C(=O)N2CCC3(CC2)CCC(O)(CN(C)C)CC3)c1,-1%,-23%,11,i,x,16%,-15%
O=C(NC[C@H]1OC[C@@H](NCc2ccccc2O)[C@@H]1O)Nc1ccccc1,6%[87.6 µM],4%[138 µM],11,-4%[88.5 µM],-3%[172 µM],-4%[87.6 µM],i
CC(=O)Nc1nonc1-c1nnc(SCC(=O)Nc2cc(C)cc(C)c2)n1C,2%,x,3,x,x,9%,x
CNC(=O)C1(N2CCC[C@H]2C(=O)N2CCOCC2)COC1,2%[87.6 µM],2%[174 µM],-5,4%[88.5 µM],-1%[172 µM],-7%[87.6 µM],-6%[172 µM]
Cc1ccc(OCCSc2nc3ccccc3n2CC(=O)N2CCOCC2)cc1C,-4%,x,18,x,x,42%,x

# Assay outcomes as filed in PubChem.
